# CTSL1 counter = Fasciola hepatica cathepsin L1 inhibitors, primary screen, counter-screen for PFM18AAP inhibitor project, biochemical, QFRET, fluorogenic peptide substrate; inhibition, % at 5.96 µM; recombinant F. hepatica cathepsin L1, Z-Leu-Arg-MCA fluorescence; AID 1906, 2009; 0.49% of 300,000 active;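 active means inhibition above the mean of all tested compounds plus 3 SD, set per screening campaign, cut at about 17% in these data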;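 further: 0% = plate median of test compound wells and 100% = 1 µM Z-Phe-Ala-diazomethylketone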
# PREPL inh = PREPL enzyme inhibitors, primary screen, biochemical, fluorescence polarization; Prolyl endopeptidase-like (Homo sapiens), Q4J6C6; recombinant PREPL, fluorescence polarization activity-based probe; inhibition, % at 5.96 µM; 0.68% of 320,000 active; AID 2751, 2010; in the data active means inhibition above about 43%;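 further: 0% = enzyme with DMSO and 100% = wells lacking enzyme; many of its hits are not listed in these tables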
# Efflux pump mplx = inhibitors of Candida efflux pumps in yeast, primary screen, S. cerevisiae, Nile Red, multiplex | S. cerevisiae Candida pump triplex | AID 485275, 2010 | inhibition, % at 10 µM | 0.44% of 330,000 active;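 active means plate passing quality check with inhibition over a set limit, or well fluorescence over plate mean plus 4 SD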;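 further: Nile Red retained in pooled yeast measured as flow cytometry median fluorescence; 0% = buffer negative control and 100% = Enniatin B positive control; higher means more Nile Red kept so more efflux inhibition; some compounds called inactive have numbers as strong as hits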
# HCV core dimer = inhibitors of HCV core protein dimerization, primary screen, biochemical, TR-FRET, high-throughput; TR-FRET GST/Flag-core106 dimerization, 1536-well; inhibition, % at 5 µM; 0.33% of 300,000 active; AID 1899, 2009;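 active means inhibition above the mean of all tested compounds plus 3 SD, set per screening campaign, cut at about 45% in these data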
#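 assay system = GST-tagged and Flag-tagged HCV core protein residues 1-106 | controls = unlabelled core106 and no-GST-core106 wells | incubation = compound-protein-antibody incubation 4 h at 22.5 °C | probe or stimulus = Eu donor and XL665 acceptor anti-tag antibodies | read-out = % inhibition based on acceptor/donor emission ratio | signal = TR-FRET 671 and 617 nm emission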
# PP5 inh = PP5 phosphatase inhibitors, primary screen, biochemical, fluorescence. Serine/threonine-protein phosphatase 5 (Homo sapiens), P53041. purified PP5c, OMFP substrate fluorescence. inhibition, % at 6.7 µM. 0.18% of 320,000 active. AID 1987, 2009;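 active means inhibition above the campaign's mean inhibition across all tested compounds plus 3 SD, cut at about 9.5% in these data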;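 further: 0% = DMSO only and 100% = 100 µM cantharidin control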
# JMJD2C inh = inhibitors of GASC-1 histone demethylase, primary screen, biochemical, fluorescence, DELFIA europium. Lysine-specific demethylase 4C (Homo sapiens), Q9H3R0. GST-JMJD2C(1-420) H3K9me3 demethylation. inhibition, % at 2.35 µM. 0.069% of 330,000 active. AID 2099, 2009;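 active means more than half of a compound's replicate wells show inhibition beyond 50%, single wells judged on their own value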;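 further: signal counts dimethyl H3K9 product captured on neutravidin plate; 0% = median of DMSO wells and 100% = 0.3 times that DMSO median; strong numbers were not always called active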
# Target sequence (Q9H3R0 1-420 limits assumed): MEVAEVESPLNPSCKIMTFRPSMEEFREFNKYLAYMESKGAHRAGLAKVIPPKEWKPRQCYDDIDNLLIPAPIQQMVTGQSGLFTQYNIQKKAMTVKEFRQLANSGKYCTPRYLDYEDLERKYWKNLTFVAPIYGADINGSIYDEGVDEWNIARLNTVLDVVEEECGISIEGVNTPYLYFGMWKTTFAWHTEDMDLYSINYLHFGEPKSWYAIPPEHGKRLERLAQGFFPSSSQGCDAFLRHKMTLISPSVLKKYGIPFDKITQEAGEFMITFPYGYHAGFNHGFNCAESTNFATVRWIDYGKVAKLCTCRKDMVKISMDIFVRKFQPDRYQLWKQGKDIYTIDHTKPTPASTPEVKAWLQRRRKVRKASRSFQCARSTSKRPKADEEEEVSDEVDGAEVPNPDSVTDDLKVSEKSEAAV
# TPT1 inh = Candida albicans TPT1 enzyme inhibitors, primary screen, biochemical, fluorescence polarization. 0.81% of 300,000 active. AID 1962, 2009. tRNA 2'-phosphotransferase TPT1 (Candida albicans SC5314). inhibition, % at 5 µM. recombinant caTPT1, FP RNA substrate dephosphorylation;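 active means inhibition above the mean of all tested compounds plus 3 SD, set per screening campaign, cut at about 24% in these data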;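 further: plate controls were DMSO alone for no effect and ferristatin control at 100 nM for full effect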
# PP1 counter = PP1-alpha phosphatase inhibitors, primary screen, counter-screen for PP5 inhibitor project, biochemical, fluorescence, OMFP substrate, single point; Serine/threonine-protein phosphatase PP1-alpha catalytic subunit (Homo sapiens), P62136; purified PP1alpha; inhibition, % at 6.7 µM; 0.9% of 320,000 active; AID 2235, 2010;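 active means inhibition above the mean inhibition of all tested compounds plus 3 SD, computed separately for each screening campaign, cut at about 15% in these data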
# Target sequence (P62136 whole entry, looked up): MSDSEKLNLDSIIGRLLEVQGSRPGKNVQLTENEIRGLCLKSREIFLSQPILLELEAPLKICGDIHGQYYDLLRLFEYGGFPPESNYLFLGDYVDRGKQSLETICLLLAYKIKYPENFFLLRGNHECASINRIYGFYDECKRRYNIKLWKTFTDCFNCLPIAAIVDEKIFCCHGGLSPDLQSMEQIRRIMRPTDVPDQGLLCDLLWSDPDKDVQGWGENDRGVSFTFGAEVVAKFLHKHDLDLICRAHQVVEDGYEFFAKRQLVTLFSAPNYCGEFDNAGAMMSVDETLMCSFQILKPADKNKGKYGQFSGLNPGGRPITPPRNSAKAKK
# LYPLA2 counter = LYPLA2 inhibitors, primary screen, counter-screen for PME1 inhibitor project, biochemical, fluorescence polarization, FP-Rh probe ABPP; 0.38% of 320,000 active; AID 2177, 2009; recombinant LYPLA2; inhibition, % at 5.9 µM; Acyl-protein thioesterase 2 (Homo sapiens), O95372;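 active means inhibition above the screen-wide mean plus 3 SD, limit set per campaign, cut at about 26% in these data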;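 further: 0% = LYPLA2 with DMSO and 100% = wells lacking LYPLA2 enzyme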
# Target sequence (O95372 whole entry, looked up): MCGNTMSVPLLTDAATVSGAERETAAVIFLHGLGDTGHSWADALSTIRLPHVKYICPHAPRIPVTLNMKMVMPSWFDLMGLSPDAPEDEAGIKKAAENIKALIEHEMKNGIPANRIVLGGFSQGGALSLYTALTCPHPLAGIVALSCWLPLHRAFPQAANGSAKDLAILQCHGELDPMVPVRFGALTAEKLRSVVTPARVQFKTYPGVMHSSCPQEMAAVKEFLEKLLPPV
# An asterisk follows results filed as active; nt = not tested or not shown. This is a subset (hit frequency here may not be typical).
SMILES	CTSL1 counter	PREPL inh	Efflux pump mplx	HCV core dimer	PP5 inh	JMJD2C inh	TPT1 inh	PP1 counter	LYPLA2 counter
CCc1ccc(NC(=O)CSc2nc3ccsc3c(=O)n2CCC(=O)O)cc1	-4	17	0.2	2	2.7	-10	1	2	2
N#Cc1ccccc1NCc1ccccc1	3	8	0.2	4	6.5	11	-2	-3	5
O=C(CSc1nccn(-c2cccc(F)c2)c1=O)Nc1ccc(Cl)cc1F	15	10	-0.3	10	-0.8	21	1	4	-4
CC(=O)Nc1ccc(NC(=O)C2CCCN2C(=O)Nc2ccccc2[N+](=O)[O-])cc1 (configuration not stated)	0	-14	0.1	2	4.3	16	-1	2	9
CN(C(=O)N1CCN(S(=O)(=O)c2ccccc2)CC1)c1ccccc1	-1	8	0.1	-1	-1.1	25	-1	0	-4
Cc1occc1C(=O)NNC(=S)NC(=O)COc1ccc(Cl)cc1Cl	1	19	-0.1	-4	-1.9	1	-8	0	1
CC1(C(=O)NCc2ccccc2)Oc2ccccc2NC1=O (configuration not stated)	-3	-6	0.0	-2	-1.3	46	-1	0	-2
CC(C)(C)N1C(=O)[C@H]2[C@@H](c3ccc(Br)cc3)N3C(=O)N(c4cccc(F)c4)C(=O)[C@@]3(Cc3ccccc3)[C@H]2C1=O	0	-7	0.1	19	0.7	3	5	-10	-1
CN(CC(=O)NCCc1ccc(S(N)(=O)=O)cc1)S(=O)(=O)c1ccc(Br)s1	-1	-1	-0.3	7	-1.1	-17	3	-3	-4
COc1ccc(NC(=O)CSc2nnnn2C2CCCCC2)cc1	-3	-1	0.1	-1	1.0	21	2	3	-4
N/C(=N\OC(=O)Cc1ccccc1)c1ccccc1Cl	-17	-7	-0.1	-1	1.5	3	-1	0	7
O=C1NCCCC1C(=O)N1CCN(C(=O)c2ccco2)CC1 (configuration not stated)	-2	1	0.0	0	-0.8	5	-4	-3	-1
COc1ccc(Cc2nnc(SCC(=O)NC3(C#N)CCCCC3)n2N)cc1	-4	16	0.2	2	0.1	0	1	-1	-6
Oc1c(Br)cc(C2N=C(c3ccccc3)NO2)cc1Br (configuration not stated)	-1	9	0.0	-3	-0.7	13	-3	0	4
C=CCN1C(=O)C(Cc2ccc(Br)cc2)S/C1=N\N=C\c1ccco1 (configuration not stated)	0	-6	0.0	1	3.3	-6	2	1	2
Cc1ccc(Cn2nnc3c(=O)n(Cc4cc(C)ccc4C)cnc32)cc1	5	-1	-0.1	14	1.7	-6	2	2	-5
O=c1cc(-c2ccncc2)oc2c1ccc1ccccc12	1	3	0.0	15	1.7	-3	3	0	-5
CCCOc1ccc(NC(=O)C2OC3OC(C)(C)OC3C3OC(C)(C)OC23)cc1 (configuration not stated)	-1	-7	-0.1	1	1.7	-1	-2	-1	0
CC(NC(=O)c1cc2cc(F)ccc2[nH]1)c1ccccc1 (configuration not stated)	1	8	0.1	7	0.5	-19	-1	2	-7
O=S(=O)(c1ccc(SCCO)nc1)N1CCCC1	-2	9	0.0	-2	0.8	-4	-2	1	7
FC(F)(F)c1ccc(CN2C[C@@H]3C(c4ccc(Cl)nc4)C4(c5cccnc5)CC3(C4)[C@H]2c2ccccc2)cc1 (some centres not stated)	1	19	0.1	20	5.6	-3	-3	10	-2
CCCCCCOC(=O)C(C#N)c1nc2ccccc2nc1N1CCN(CC)CC1 (configuration not stated)	11	17	0.6	-6	0.5	-15	-3	1	1
Cc1ccc(C(=O)Nc2nc(COc3ccccc3)cs2)s1	3	-5	-0.1	6	0.2	-6	1	1	18
CCCc1nc2c(C)cc(C)cc2c(N)c1CC	1	9	0.0	-6	2.2	-5	0	1	-2
CCOC(=O)c1c(C)[nH]c(C(=O)COC(=O)c2ccncc2)c1C	-4	2	0.0	8	0.1	-4	0	3	-8
Cc1ccc(OCCCCNC2CCCCC2)c(C)c1	1	28	0.0	5	0.7	-10	2	-2	-5
O=C1C=CC(O)(c2cc(=O)c3c(O)cc(O)cc3o2)C=C1	0	-2	-0.1	18	1.4	0	-2	4	-5
CCCCNC(=O)C1CC(c2cccc([N+](=O)[O-])c2)=NO1 (configuration not stated)	1	2	nt	-8	-0.9	-10	-1	-2	-3
Cc1sc2ncn(CC(=O)Nc3c(F)cccc3F)c(=O)c2c1S(=O)(=O)N1CCC(C)CC1	0	8	0.0	2	1.3	6	-2	-1	1
CC1CCN(c2ccc(C(=O)NCc3ccco3)cc2[N+](=O)[O-])CC1	-2	-1	0.0	-2	2.2	-1	1	2	9

# Profiles, quoted from the list. Screens in order: CTSL1 counter, PREPL inh, Efflux pump mplx, HCV core dimer, PP5 inh, JMJD2C inh, TPT1 inh, PP1 counter, LYPLA2 counter
# `CC1(C(=O)NCc2ccccc2)Oc2ccccc2NC1=O` (configuration not stated) reads -3, -6, 0.0, -2, -1.3, 46, -1, 0, -2
# `CC(NC(=O)c1cc2cc(F)ccc2[nH]1)c1ccccc1` (configuration not stated) reads 1, 8, 0.1, 7, 0.5, -19, -1, 2, -7
# `Cc1sc2ncn(CC(=O)Nc3c(F)cccc3F)c(=O)c2c1S(=O)(=O)N1CCC(C)CC1` reads 0, 8, 0.0, 2, 1.3, 6, -2, -1, 1

# Remaining list, next part
SMILES	CTSL1 counter	PREPL inh	Efflux pump mplx	HCV core dimer	PP5 inh	JMJD2C inh	TPT1 inh	PP1 counter	LYPLA2 counter
CC(C)[C@H]1C(=O)Nc2ccccc2N1C(=O)N[C@@H](Cc1ccccc1)C(=O)N[C@H](Cc1ccccc1)C(=O)O	-2	9	0.4	-1	5.6	0	-1	-4	0
CCCc1cc(=O)oc2cc(OCC(=O)NCCc3c[nH]c4ccc(OC)cc34)ccc12	-1	10	0.5	4	2.1	4	-2	5	0
CCC(=O)N=c1sc2cc([N+](=O)[O-])ccc2n1CCOC	0	-5	2.7	2	-0.3	-1	0	-2	-3
Cc1cc(NS(=O)(=O)c2ccc(NC(=O)c3ccc([N+](=O)[O-])c(Cl)c3)cc2)no1	-1	8	0.0	-6	5.8	2	-3	-1	-1
Cc1c(C(=O)N2CCC(N3CCSCC3)CC2)oc2c(F)cccc12	-4	-2	-0.1	-2	0.4	3	1	-4	-2
O=C(c1cc2cc(Br)ccc2o1)N1CCCCC1	-2	-12	0.2	3	0.3	4	-2	-1	-2
O=C(O)/C(=C\c1ccc(Cl)c([N+](=O)[O-])c1)c1ccc(S(=O)(=O)N2CCCCC2)s1	-2	0	-0.1	16	1.4	-15	-3	5	6
Cc1ccc(NC(=O)CCSc2ccccc2)c(C)c1	-1	1	-0.1	-1	-0.7	-20	3	-4	-3
O=c1[nH]c(=O)c2cn[nH]c2[nH]1	1	-7	0.0	-6	2.0	nt	-4	3	1
CC1=CCC2C(=O)N(c3nc4ccccc4n3C)C(=O)C2C1 (configuration not stated)	-5	-4	-0.1	-3	0.3	-26	-5	4	3
CN(C(=O)c1ccccc1C(=O)OCC(=O)Nc1ccc(S(N)(=O)=O)cc1)c1ccccc1	0	-6	-0.1	1	1.0	7	2	-6	2
CCCCNc1c([N+](=O)[O-])ncn1C	5	12	-0.1	-10	-0.8	10	-1	-5	3
COC(=O)C1=CNC=C(C(=O)OC)C1c1ccc(C(=O)OC)cc1	0	-8	0.0	1	0.9	2	-2	0	5
COC(=O)c1ccc(C2NCCc3cc(OC)c(OC)cc32)cc1 (configuration not stated)	-3	-9	-0.1	5	-0.7	6	1	-2	3
COCCNC(=O)/C(C#N)=C1\N=C(N)c2ccccc21	0	3	-0.1	1	1.7	5	0	-3	0
CN=C(C)/C(C(=O)OC)=C(/O)c1ccc(Cl)cc1Cl	2	8	0.0	-1	1.7	-13	-3	-6	0
Cc1cccc(OCc2cc(-c3ccccc3)no2)c1C	-2	8	-0.2	-5	-0.1	2	0	4	-7
Cc1[nH]c2ccccc2c1C(=O)C(=O)NCCOc1ccccc1	2	8	0.1	-1	-2.9	-2	4	-1	-1
CCc1noc(C)c1C(=O)Nc1cc(Cl)ccc1-n1cncn1	-1	-2	0.0	2	-0.5	2	1	-3	0
COc1c2n(C)ccc3c-2n(c(=O)c1=O)c1ccccc31	-2	-2	0.0	-1	2.1	nt	-6	-2	0
COc1ccc(CNS(=O)(=O)c2ccc3c(c2)N(C(C)=O)CCO3)cc1	-2	3	-0.3	15	0.2	6	-3	-5	0
c1ccc2c(c1)NC(c1ccncc1)n1c-2nc2ccccc21 (configuration not stated)	1	3	-0.2	-1	0.5	1	-1	-3	-3
CCOC(=O)c1c(-c2ccc(F)cc2)csc1NC(=O)CCN1CCOCC1	-1	0	-0.1	-5	3.8	6	-2	-1	-6
Cc1ccc2c(c1)-c1c(cnn1CC(=O)N(CCC#N)c1ccccc1)CO2	47*	2	0.1	-5	0.1	15	-1	-1	-8
COCCSc1ccccc1C(=O)NCCc1ccccc1	1	-2	-0.1	0	-2.0	0	2	-4	-4
N#CC1=C(S)N=C(N)C(c2nc(-c3ccccc3)cs2)C12CCCCC2 (configuration not stated)	-1	10	-0.1	17	4.4	3	11	0	-5
CC1(C)Cc2c(cnn2-c2cccc(F)c2)C(NC(=O)c2csnn2)C1 (configuration not stated)	1	3	0.0	-11	0.7	-3	-2	3	4
O=C1CN(C(=O)COc2c(F)c(F)cc(F)c2F)c2ccccc2N1	3	-23	-0.1	2	-0.7	8	2	-2	-1

# Quoted from the listing:
# Entry for O=C1CN(C(=O)COc2c(F)c(F)cc(F)c2F)c2ccccc2N1 under HCV core dimer: 2
# Entry for Cc1cccc(OCc2cc(-c3ccccc3)no2)c1C under CTSL1 counter: -2

# Screening results from PubChem BioAssay.
